# KCNQ2 inh: KCNQ2 potassium channel inhibitors, primary screen, cell-based, CHO-K1, FluxOR thallium flux, B-score (AID 2156); 20 min; active compounds read low; B-score at 10 µM; 1.1% of 310,000 active;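 active means fluorescence ratio B-score at most minus 3 library SDs, with starting brightness B-score within 2 library SDs, cut at about -5.5 in these data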
# Kir21 inh: inhibitors of mouse Kir2.1 inward-rectifier potassium channel; P35561; HEK293-Kir2.1, FluxOR thallium flux fluorescence; active compounds read low; B-score at 10 µM; 0.85% of 310,000 active; AID 1672;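 active means fluorescence ratio B-score at or below minus 3 SD of library scores, with starting-brightness B-score within 2 SD, cut at about -4.2 in these data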;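 further: channel flux triggered by added potassium and thallium sulfate stimulus; B-score of peak minus minimum fluorescence over baseline after thallium stimulus; more negative B-score means stronger Kir2.1 block with less thallium influx; some compounds called inactive have numbers as strong as hits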
# Target sequence (P35561 whole entry, looked up): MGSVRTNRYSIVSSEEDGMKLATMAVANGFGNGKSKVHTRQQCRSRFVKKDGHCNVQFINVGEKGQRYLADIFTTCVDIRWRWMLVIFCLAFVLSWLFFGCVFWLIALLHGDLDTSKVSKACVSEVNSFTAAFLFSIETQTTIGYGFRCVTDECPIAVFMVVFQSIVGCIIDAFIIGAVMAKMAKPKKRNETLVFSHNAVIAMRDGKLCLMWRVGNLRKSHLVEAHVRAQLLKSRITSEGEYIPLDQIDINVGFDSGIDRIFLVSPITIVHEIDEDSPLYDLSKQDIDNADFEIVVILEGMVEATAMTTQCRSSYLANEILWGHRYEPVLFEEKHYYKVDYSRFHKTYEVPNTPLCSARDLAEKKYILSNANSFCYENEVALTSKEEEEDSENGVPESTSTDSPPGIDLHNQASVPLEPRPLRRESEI
# Numbers without * were called inactive; i = inactive.
# The line under a structure holds: Kir21 inh | KCNQ2 inh
- Cc1nn(-c2ccccc2)c(C)c1C(=O)OCC(=O)Nc1ccc2c(c1)OCO2
  -0.23 | i
- CC1CCCC(C)N1Cc1cn2ccccc2n1 (stereo not given)
  0.04 | i
- CC(=O)C1=C(C)OC(N)=C(C#N)C1c1cc2cccc(C)c2nc1Cl (stereo not given)
  0.88 | i
- S=C1NC[C@H](Cc2ccccc2)N1CCCCC1CCCCC1
  0.52 | i
- CC(Oc1ccc(F)cc1)C(=O)Nc1cc(S(=O)(=O)N2CCOCC2)ccc1N1CCCCC1 (stereo not given)
  -2.5 | -8.1*
- O=C(CN1C(=O)CCS(=O)(=O)c2ccccc21)Nc1ccc2c(c1)OCCO2
  -0.28 | i
- Cn1c(=O)c(=O)n(C)c2cc(S(=O)(=O)CCC(=O)N3CCOCC3)ccc21
  -0.27 | i
- CC(=O)c1ccc2c(ccc3ccccc32)c1
  -0.01 | i
- O=C(O)c1ccc(OC(F)(F)C(F)C(F)(F)F)cc1 (stereo not given)
  0.24 | i
- O=S(=O)(NC1CCCCC1)c1ccc(Br)s1
  0.21 | i
- Cc1cc2cc(CNC(=O)c3ccc4c(c3)OCO4)ccc2[nH]1
  1.3 | i
- CCSc1nc2c(c(=O)[nH]1)C(c1ccccn1)C1=C(CC(C)(C)CC1=O)N2 (stereo not given)
  -0.35 | i
- N#C/C(=C(/O)c1cccs1)c1nnc2n1CCCCC2
  0.05 | i
- O=C(O)/C=C\C(=O)NC1CCCCC1
  1.8 | i
- Cc1cc(C)cc(NC(=S)NC(=O)Cc2ccccc2)c1
  0.01 | i
- COc1ccc2c(c1)c(CC(=O)OCC(=O)N(C)C)c(C)n2C(=O)c1ccc(Cl)cc1
  0.71 | i
- COc1ccc(CCNC(=O)COC(=O)/C=C/c2ccc(OC)c(OC)c2)cc1
  -1.6 | i
- O=C(NCc1ccco1)C1CCCN1C(=O)Nc1ccccc1[N+](=O)[O-] (stereo not given)
  -0.4 | i
- Cc1ccc(S(=O)(=O)NCC[C@@]2(C)C3CCC2(C)C(=O)C3)cc1 (stereo not given in full)
  1.1 | i
- CCNC(=S)Nc1cccc(S(=O)(=O)Nc2ccccc2OC)c1
  -0.16 | i

# Record cards (already shown):
# O=C(O)/C=C\C(=O)NC1CCCCC1 is entered as Kir21 inh: 1.8; KCNQ2 inh: i
# CC(=O)c1ccc2c(ccc3ccccc32)c1 is entered as Kir21 inh: -0.01; KCNQ2 inh: i
# COc1ccc(CCNC(=O)COC(=O)/C=C/c2ccc(OC)c(OC)c2)cc1 is entered as Kir21 inh: -1.6; KCNQ2 inh: i

# Later entries:
# The line under a structure holds: Kir21 inh | KCNQ2 inh
- C=CCn1c(-c2c[nH]c3ccccc23)n[nH]c1=S
  1.6 | i
- COC(=O)c1ccc(COC(=O)c2nn(C)c(=O)c3ccccc23)cc1
  0.46 | i
- CC(C)C[C@@]12C(=O)N(c3ccc(Br)cc3)C(=O)N1[C@H](c1ccc(Br)cc1)[C@@H]1C(=O)N(C(C)(C)C)C(=O)[C@@H]12
  0.51 | i
- O=C(Nc1cccc([N+](=O)[O-])c1)C1CCN(C(=O)Cc2ccccc2)CC1
  0.21 | i
- CCCn1c(-c2cc(OC)c(OC)c(OC)c2)nc2c1c(=O)[nH]c(=O)n2Cc1ccccc1
  -0.4 | i
- C=CCN1C(=O)C(Cc2ccccc2)S/C1=N/N=C/c1cccs1 (stereo not given)
  -1.4 | i
- CNC(=O)c1nc(C)c(C2(C)CC(c3ccccc3)=NO2)s1 (stereo not given)
  0.26 | i
- O=C(Cn1c(=O)oc2cccnc21)Nc1ccccc1Oc1ccc(Cl)cc1Cl
  0.12 | i
- CCCCSc1nnc(-c2ccc(C)cc2)o1
  -0.26 | i
- CCN(CC)c1ccc2cc(NC(=O)CCC(=O)O)c(=O)oc2c1
  -15 | i
- Cc1ccc2oc(C(=O)N3CCC(N4CCSCC4)CC3)c(C)c2c1
  0.56 | i
- CCOc1ccc(N(CC(=O)NC2CCC(C)CC2)S(=O)(=O)c2c(C)noc2C)cc1 (stereo not given)
  0.54 | i
- O=C(NNS(=O)(=O)c1ccccc1F)c1ccccc1-n1cccc1
  -0.53 | i
- Cc1c(Cl)c(C(F)(F)F)nn1CC(=O)NCc1ccco1
  1.6 | i
- Cc1ccccc1C(=O)Nc1nc(=S)ss1
  -0.05 | i
- Cc1cccc(C(=O)Nc2ccc(C(=O)N/N=C/c3ccc(C)o3)cc2)c1
  -0.72 | i
- CCC[n+]1c(C)sc2c(OC)ccc(OC)c21
  -1.4 | i
- COc1cccc(-n2nnc3c(=O)n(CC(=O)NC4CCCC4)cnc32)c1
  -0.02 | i
- CCN(Cc1cc2cc(OC)ccc2[nH]c1=O)C(=O)c1ccncc1
  1 | i
- Cc1ccc2nc(C)cc(N3CCOCC3)c2c1
  0.07 | i
- COc1ccc(Br)c(C(=O)NC(C)(C)CO)c1
  -1.9 | i
- CCN1CCN(C(=O)N(CC(=O)Nc2ccc(C(N)=O)cc2)S(=O)(=O)c2ccc(C)cc2)CC1
  0 | i
- CC(=O)C(C(C)=O)C(c1ccccc1)c1nc2ccccc2[nH]c1=O (stereo not given)
  -0.46 | i
- N#Cc1cnn2c(-c3ccccc3)ccnc12
  1.2 | i
- CC(C)C(=O)Nc1nnc(CSCc2ccccc2F)s1
  2.5 | i
- COc1ccccc1-c1ccc(SCc2ccccc2)nn1
  -0.01 | i
- Cc1ccc(NC(=O)Cn2c(=O)n(CCCCC(=O)NCc3ccco3)c(=O)c3ccccc32)cc1
  0.18 | i
- CCN(c1ccccc1)S(=O)(=O)c1ccc(Cl)c(NC(=O)COC(=O)c2ccc(O)cc2)c1
  1.2 | i
- Cn1c(=O)c2c(nc(CN3CCC(C(N)=O)CC3)n2CCc2ccccc2)n(C)c1=O
  -0.15 | i
- N/C(CC(=O)Nc1ccc(F)cc1)=N\O
  0 | i
- COc1ccc(CNC(=O)c2ccc(N3CCC4(CC3)CC(c3ccc(Cl)cc3)=NO4)c(N)c2)cc1
  0.34 | i
- Cn1c(N)c(C(=O)COC(=O)CCCOc2ccc(Cl)cc2Cl)c(=O)n(C)c1=O
  0.11 | i
- COc1ccc(NC(C)=O)cc1NC(=O)CSc1nnc(C2CCCCC2)n1N
  -0.39 | i
- CCNC(=S)Nc1cccc(NC(=O)c2ccccc2O)c1
  -0.67 | i
- O=C(c1cccnc1)N1CCN(CCCc2ccccc2)CC1
  0.49 | i
- COc1cc(C(C[N+](=O)[O-])c2c(C)cc3ccccn23)ccc1O (stereo not given)
  -2 | i
- CCOC(=O)c1sc(NC(=O)CSC(=S)N2CCOCC2)nc1C
  -1.8 | i
- CC(C)(C)c1ccccc1NC(=O)CN1C(=O)NC(Cc2ccccc2)C1=O (stereo not given)
  0.54 | i
- CCn1cc(C(=O)NCc2ccc(OC)cc2)c(=O)c2ccc(C)nc21
  0.67 | i
- CC(C)(O)P(=O)(O)CCc1ccccc1
  -1.5 | i
- CC(C)CCNC(=O)[C@H](CC(C)C)NC(=O)[C@H]1O[C@@H]1C(=O)O
  0.86 | i
- COc1ccc2cc(C3OCCO3)c(Cl)nc2c1
  0.84 | i
- Fc1cccc(Cl)c1CNCc1cccnc1
  -0.46 | i
- CC(C)(C)NC(=O)CN(C(=O)c1ccc(Cl)nc1)c1cccc2ccccc12
  0.08 | i
- Cc1ccc(C(=O)NCCC(=O)Nc2ccccc2C)cc1
  0.02 | i
- O=C(O)CCC(=O)NNC(=O)COc1cccc(Cl)c1
  -0.46 | i
- CC(C)c1ccc(-c2nn(-c3ccccc3)cc2C2C(C#N)=C(N)OC3=C2C(=O)CC(C)(C)C3)cc1 (stereo not given)
  0.76 | i
- COc1ccc(Cc2nnc(SC)[nH]c2=O)cc1
  1.5 | i
- O=C(O)CCc1ccc(-c2ccc(Br)cc2)n1CC(=O)O
  0.46 | i
- CCNC(=S)/C(=C(/[O-])c1ccc([N+](=O)[O-])cc1)[n+]1ccccc1
  -0.91 | i
- COc1ccc(N2C(=O)CC(Sc3nccc(C)n3)C2=O)cc1 (stereo not given)
  2 | i
- CC(C)(C)NC(=O)NC(=O)CN1CCc2ccccc21
  -0.6 | i
- CCNC(=S)Nc1cc(C(=O)N2CCCC2)ccc1N1CCCC1
  1.3 | i
- CS(=O)(=O)N(Cc1ccccc1Cl)c1ccc(C(=O)N2CCCC2)cc1
  1.2 | i
- O=C(NCC1c2ccccc2CCN1C(=O)CN1C(=O)c2ccccc2C1=O)C1CCCCC1 (stereo not given)
  0.15 | i
- O=C(O)/C=C\C(=O)Nc1ccc(N2CCN(c3ccc(F)cc3)CC2)cc1
  0.77 | i
- CCc1ccccc1NC(=O)CSc1n[nH]c(-c2cccnc2)n1
  -1 | i
- CN(C(=O)CSc1nnnn1-c1ccccc1)C1CCCCC1
  0.12 | i
- Cc1cc(Br)ccc1NC(=O)CN(C)C(=O)c1cc([N+](=O)[O-])ccc1N1CCOCC1
  -0.6 | -6.5*
- CC12CCC(=O)N1C(C(=O)Nc1ccccc1F)CS2 (stereo not given)
  0.23 | i

# Quoted at random: 2 compounds from above, in no set order.
# The line under a structure holds: Kir21 inh | KCNQ2 inh
- CC(C)c1ccc(-c2nn(-c3ccccc3)cc2C2C(C#N)=C(N)OC3=C2C(=O)CC(C)(C)C3)cc1 (stereo not given)
  0.76 | i
- CCNC(=S)Nc1cc(C(=O)N2CCCC2)ccc1N1CCCC1
  1.3 | i

# The list goes on.
# The line under a structure holds: Kir21 inh | KCNQ2 inh
- COCCCN(C(=O)CSCc1c(C)noc1C)c1c(N)n(Cc2ccccc2)c(=O)[nH]c1=O
  0.09 | i
- Fc1cccc(Cl)c1Cn1nnc2c(-n3ccnc3)ncnc21
  0.04 | i
- Cc1ccc(NC(=O)c2cc(S(=O)(=O)N3CCc4ccccc43)cn2C)cc1
  -1.3 | i
- COc1ccccc1N1CCN(Cc2cc(=O)c(OCC(=O)NC(C)C)co2)CC1
  -1.6 | i
- CCCCCN(C(=O)CCC(=O)OC(C)C(=O)NC1CCCCC1)c1c(N)n(CCCC)c(=O)[nH]c1=O (stereo not given)
  -0.46 | i
- O=C1NC(=S)N/C1=C/c1ccc(Oc2ccc(C(F)(F)F)cc2[N+](=O)[O-])c(Cl)c1
  0.35 | i
- O=C(O)c1cc(Cl)c(Cl)cc1C(=O)N(Cc1ccccc1)Cc1ccccc1
  1.4 | -7.5*
- COc1ccc(N2C(=O)N3[C@H](c4ccc(Cl)cc4)[C@@H]4C(=O)N(C5CCCCC5)C(=O)[C@@H]4[C@]3(Cc3ccc(Cl)cc3)C2=O)cc1
  -0.67 | i
- CCN(CC(=O)Nc1ccccc1C(=O)OC)S(=O)(=O)c1ccccc1
  -1.3 | i
- O=C(NCc1cccc(F)c1)C1CCC(=O)N(C2CCCC2)C1 (stereo not given)
  0 | i
- CNC(=O)C(=O)Nc1cc2c3c(c1)CCN3C(=O)CC2
  0.22 | i
- CC12CN3CC(C)(CN(C1)C3c1ccc3c(c1)OCO3)C2=O (stereo not given)
  1.2 | i
- COc1ccc(C2=NN(S(C)(=O)=O)C(c3cccs3)C2)cc1OC (stereo not given)
  -1.2 | i
- C/C(=C\C(=O)c1cccnc1)Nc1ccc(C)c(C)c1
  1.3 | i
- O=C(NCc1cccs1)c1ccccc1F
  1.1 | i
- CCOc1ccc2nc(NC3=NC(C)(C)C=C(C)N3)nc(C)c2c1
  -0.77 | i
- CC1CCN(C(=O)CSc2nnc(Cc3cccn3C)n2CCc2ccccc2)CC1
  -0.43 | i
- Cc1cc(F)ccc1NCc1ccncc1
  -0.43 | i
- S=c1[nH]nc(CCc2ccccc2)n1-c1ccccc1
  -1.9 | i
- CCOC(=O)Cc1csc(NC(=O)CCCCCN2C(=O)c3cccc4cccc(c34)C2=O)n1
  1.7 | i
- Cc1ccc(OCC(=O)N2CCN(C(=O)CCC3CCCC3)CC2)cc1
  1.6 | i
- Cc1ccc(-n2c(SCC(=O)NC3CCS(=O)(=O)C3)nc3ccccc3c2=O)cc1C (stereo not given)
  -0.06 | i
- CNC(=S)N(Cc1ccc(OC)cc1)C1CC(=O)N(c2ccc(OC)cc2)C1=O (stereo not given)
  -1.3 | i
- C=C(C)c1cccc(C(C)(C)NC(=O)NCCN(CC)CC)c1
  0.47 | i
- Nc1cc(=O)[nH]c(SCc2cccc3ccccc23)n1
  -0.82 | i
- COc1ccc(/C=N/NC(=O)c2[nH]c3ccc(Br)cc3c2-c2ccccc2)c(C(=O)O)c1OC
  -2.1 | i
- CC(c1ccccc1)N1C(=O)CC(Sc2ncccc2C(=O)O)C1=O (stereo not given)
  0.53 | i
- C=CCS(=O)(=O)N1CCCC(C(=O)c2cccc(Cl)c2)C1 (stereo not given)
  1.2 | i
- CCCCN(CC)CCCNC(=O)CN1C(=O)CSc2ccc(S(=O)(=O)N3CCOCC3)cc21
  -2 | i
- COCCNC(=O)c1cc(-c2ccc(OC)c(OC)c2)on1
  1.7 | i
- CCCCCCCCCCCC(=O)NC(Cc1ccc(OC)c([N+](=O)[O-])c1)C(=O)O (stereo not given)
  1.7 | i
- CCc1ccc(N2C(=O)CC(N3CCN(c4ccccn4)CC3)C2=O)cc1 (stereo not given)
  0.48 | i
- CC1(C)CC(=O)C2=C(C1)NC(Nc1nc3ccccc3o1)=NC2c1ccccn1 (stereo not given)
  -1.7 | i
- Cc1ccc(OCC(=O)N(Cc2ccco2)C2CCS(=O)(=O)C2)cc1 (stereo not given)
  -0.8 | i
- COc1ccc(CNC(=O)C2CC(c3cc(C(F)(F)F)cc(C(F)(F)F)c3)=NO2)cc1 (stereo not given)
  -2.1 | i
- CC(C)CC1(C)NC(=O)N(CCN2C(=O)c3ccccc3C2=O)C1=O (stereo not given)
  -0.67 | i
- O=C(/C=C/Nc1ccccc1)c1cnc(-c2ccccc2)s1
  0.64 | i
- Cc1cc(NC(=O)Nc2cccc(Cl)c2)n(C(C)(C)C)n1
  0.6 | i
- O=C(OCc1ccccc1)c1cccnc1Cl
  -0.72 | i
